High-throughput results (PubChem)
BoNT A protease: blocks Botulinum neurotoxin A light chain protease | multiplex microsphere protease substrate cleavage, flow cytometry | inhibition, % at 10 µM | 360,000 tested, 0.17% active | AID 588499; note: plate controls were buffer without enzyme for full effect and enzyme alone for no effect
BoNT F protease: inhibitors of Botulinum neurotoxin F light chain protease | Multiplex microsphere protease cleavage assay, flow cytometry | inhibition, % at 10 µM | 360,000 tested, 0.22% active | AID 588497; in the data active = inhibition above about 35%, passing the limit was not always enough; inconclusive = no clear call, values can overlap the other calls; note: plate controls were buffer without enzyme for full effect and enzyme alone for no effect
FadD28 FP inh: M. tuberculosis FadD28 bisubstrate binding inhibition. FadD28 bisubstrate probe binding, fluorescence polarization. inhibition, % at 12.5 µM. 360,000 tested, 0.22% active. AID 588549; in the data active = inhibition above about 8.5%, passing the limit was not always enough; inconclusive = no clear call, values can overlap the other calls
FBA Mtb inh: Mtb fructose-bisphosphate aldolase inhibition | P9WQA3 | purified M. tuberculosis FBA, fluorescence read-out | inhibition, % at 1 µM | 360,000 tested, 2.3% active | AID 588726; in the data active = inhibition above about 27%;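 note: 0% = vehicle and 100% = reference inhibitor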
Target sequence (P9WQA3 whole entry, looked up): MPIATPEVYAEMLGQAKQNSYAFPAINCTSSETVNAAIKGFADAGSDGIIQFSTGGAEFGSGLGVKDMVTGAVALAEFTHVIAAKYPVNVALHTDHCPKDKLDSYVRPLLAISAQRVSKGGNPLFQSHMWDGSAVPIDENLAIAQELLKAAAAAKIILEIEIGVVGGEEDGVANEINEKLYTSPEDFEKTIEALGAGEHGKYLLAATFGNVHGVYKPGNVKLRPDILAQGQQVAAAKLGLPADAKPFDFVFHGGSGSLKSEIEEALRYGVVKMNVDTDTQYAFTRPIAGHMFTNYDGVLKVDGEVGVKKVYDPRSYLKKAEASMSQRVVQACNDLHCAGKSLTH
Anthrax LF inh2: anthrax lethal factor protease inhibition; AID 588501; multiplex microsphere protease cleavage assay, LF; inhibition, % at 10 µM; 360,000 tested, 0.12% active; note: plate controls were buffer without enzyme for full effect and enzyme alone for no effect
BioA inh: BioA (M. tuberculosis) enzyme inhibition. inhibition, % at 9.99 µM. 360,000 tested, 0.096% active. purified M. tuberculosis BioA enzyme, plate reader; in the data active = inhibition above about 40%; inconclusive = no clear call, values can overlap the other calls
Mtb UGM inh: inhibitors of M. tuberculosis UDP-galactopyranose mutase; P9WIQ1; purified UGM, fluorescence polarization probe displacement; inhibition, % at 10 µM; 320,000 tested, 0.06% active; AID 504406; in the data active = inhibition above about 10%, passing the limit was not always enough; inconclusive = no clear call, values can overlap the other calls
Target sequence (P9WIQ1 whole entry, looked up): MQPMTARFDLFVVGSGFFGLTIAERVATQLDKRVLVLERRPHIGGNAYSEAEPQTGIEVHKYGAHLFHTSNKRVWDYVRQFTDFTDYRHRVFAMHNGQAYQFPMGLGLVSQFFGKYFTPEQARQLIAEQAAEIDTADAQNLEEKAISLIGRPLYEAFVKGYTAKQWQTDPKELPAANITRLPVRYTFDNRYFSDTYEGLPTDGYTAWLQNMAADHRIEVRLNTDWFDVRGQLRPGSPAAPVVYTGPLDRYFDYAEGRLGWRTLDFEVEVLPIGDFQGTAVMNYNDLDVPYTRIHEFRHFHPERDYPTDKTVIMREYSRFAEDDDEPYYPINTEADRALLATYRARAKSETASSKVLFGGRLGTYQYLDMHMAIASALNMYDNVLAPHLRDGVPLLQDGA
GDH-TPI inh: inhibits GDH-TPI coupling enzymes, artifact for Mtb FBA screen; GDH-TPI coupled enzyme counterscreen, NADH absorbance; inhibition, % at 4.8 µM; 360,000 tested, 1.2% active; in the data active = inhibition above about 30%;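 note: 0% = DMSO wells and 100% = wells lacking the enzyme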
PfHsp40 yeast: compounds rescuing yeast from Plasmodium falciparum HSP40 toxicity | S. cerevisiae expressing PfHsp40, growth rescue, ATP luminescence | growth rescue, % at 12.5 µM | 340,000 tested, 0.68% active; in the data active = growth rescue above about 28%, passing the limit was not always enough; inconclusive = no clear call, values can overlap the other calls;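 note: yeast W303a lacking pdr1 and pdr3 grown in galactose medium; growth measured after three days at 30 °C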
The depositor's hits bear a star; ? = inconclusive; · = not tested or not shown; & = joins results of further samples. Cut-off read from the data, not from the text of the source, unless noted: active = inhibition above about 30%; inconclusive = no clear call, values can overlap the other calls; inactive = below that.

SMILES | BoNT A protease | BoNT F protease | FadD28 FP inh | FBA Mtb inh | Anthrax LF inh2 | BioA inh | Mtb UGM inh | GDH-TPI inh | PfHsp40 yeast
Cc1cc(OC(=O)C(c2ccccc2)c2ccccc2)c([N+](=O)[O-])c(=O)[nH]1 | 0.1 | 0 | -3.3 | -4 | 0 | · | 4.5 | 3 | -1.0
O=c1oc2ccccc2c(Nc2ccc3ncccc3c2)c1[N+](=O)[O-] | -0.5 | -4 | -0.4 | -3 | 0 | · | -1.4 | 16 | -1.6
C[C@@H]1CN([C@H](C)CO)C(=O)CCCn2cc(nn2)CO[C@H]1CN(C)C(=O)c1ccc(N2CCN(C)CC2)cc1 | -1.3 | -9 | -1.1 | 2 | -8 | -0.8&-0.6&0.7 | · | · | ·
Cc1ccc(/C=N/NC(=S)NC2CCS(=O)(=O)C2)cc1 (configuration not stated) | 1.7 | -5 | 1.5 | -2 | 1 | -3.6 | 2.5 | 25 | ?
CCOC(=O)C1CCN(C(=O)C2CCCN2S(=O)(=O)c2ccc(Cl)cc2)CC1 (configuration not stated) | 0.4 | -3 | -1.9 | 0 | -4 | -1.0 | 0.7 | -2 | 0.1
COc1cc(C(Nc2ccc3c(c2)OCO3)C(=O)NC2CCCCC2)cc(OC)c1OC (configuration not stated) | 0.5 | -18 | 0.0 | -2 | -4 | -1.2 | 4.1 | -13 | 0.1
CC(=O)NNC(=O)c1[nH]c2ccc(Cl)cc2c1-c1ccccc1 | ? | ? | -5.8 | 1 | -15 | · | 0.1 | 14 | 0.6
CCOc1cc2c3c(c1)C1(OCCO1)C(=O)N3C(C)(C)CC2C (configuration not stated) | -0.7 | -10 | -4.0 | 0 | 1 | 0.4 | 0.9 | 3 | 1.5
CCc1nccn1S(=O)(=O)c1ccc(OC)c(OC)c1 | -0.6 | -1 | -2.3 | 3 | 1 | 0.2 | 2.4 | -11 | -1.3
Cc1nc(SCC(=O)N2CCN(C(=O)c3ccco3)CC2)c2c(C)c(C)sc2n1 | 0.5 | -1 | -1.8 | -9 | -3 | 0.0 | 0.3 | 0 | -1.0
CC1CCCC(C)N1C(=O)c1cc(-c2ccc(Cl)c(Cl)c2)on1 (configuration not stated) | -0.4 | -3 | -0.2 | 3 | -4 | -1.3 | -2.9 | 7 | 1.6
CN1CCN(S(=O)(=O)c2ccc([N+](=O)[O-])cc2)CC1 | 0.1 | 8 | -0.9 | 2 | -8 | -1.9 | -1.9 | 6 | 2.0
CCCNC(=O)Cc1cc(=O)[nH]c(=O)[nH]1 | 0.5 | 1 | -1.5 | 4 | 1 | 0.1 | -0.6 | 7 | -0.3
CCCc1cc(=O)oc2cc(C)cc(OC(C)C(=O)NCCN3CCOCC3)c12 (configuration not stated) | 0.2 | -2 | -0.8 | 61* | -1 | -7.6 | 0.6 | 13 | 0.3
O=C(NCCc1c[nH]c2ccccc12)c1ccccc1 | 2.8 | ? | 0.7 | -1 | 3 | -0.5 | 0.6 | 0 | -1.8
O=C(CCCO)N/N=C/c1cc(Br)ccc1O | -0.4 | -9 | -4.5 | 0 | -1 | · | -0.8 | 15 | -1.6
CCCn1c(SC(C)C(=O)O)nc2ccccc21 (configuration not stated) | 2.3 | 4 | -0.2 | -1 | -2 | -1.3 | -0.9 | -1 | 0.1
N#Cc1ccsc1NC(=O)CSc1nnc(-c2ccccc2)o1 | · | · | -0.1 | 8 | · | 0.3 | 0.9 | 7 | -1.9
COC(=O)c1c(NC(=O)c2nc3ccccc3s2)sc2c1CC(C)(C)NC2(C)C | -0.9 | -5 | -0.8 | -1 | -9 | -1.1 | -0.8 | 10 | 1.5
Cc1ccc(OCC(=O)NCc2cccs2)c([N+](=O)[O-])n1 | 0.0 | 1 | -1.9 | -1 | -2 | · | 3.4 | 4 | 0.5
O=C(NCc1nnc(SCC(=O)N2CCC(Cc3ccccc3)CC2)o1)c1ccccc1F | -0.5 | -1 | 0.0 | -2 | 1 | 0.3 | -0.3 | 6 | 0.6
CCOc1cc(C(=O)Nc2cc3c(cc2N2CCCC2)n(C)c(=O)n3C)cc(OCC)c1OCC | -3.8 | -8 | -1.3 | 0 | 4 | 9.4 | 1.1 | 10 | -1.5
CCC1CCCCN1Cc1c(O)ccc2c(=O)c(-c3ccccc3)coc12 (configuration not stated) | -0.1 | -6 | -4.5 | 54* | 14 | 3.5 | 0.6 | 21 | -1.5
COc1ccc(Cc2nnc(SCC(=O)c3ccc(OC)cc3)o2)cc1 | 6.4 | 26 | -3.0 | 0 | 4 | -0.9 | 2.1 | -1 | 1.1
Cc1cc(NS(=O)(=O)c2cccc([N+](=O)[O-])c2)no1 | -3.4 | -6 | 0.4 | 2 | -2 | -1.7 | -4.2 | -8 | -1.1
O=C(O/C(=C/c1ccccc1)C(F)(F)F)c1ccccc1 | 0.0 | 0 | -4.8 | 0 | -6 | -1.2 | · | -7 | -0.2
O=C(CSC1=NC(=O)C(c2ccccc2)C(=O)N1)Nc1ccccc1[N+](=O)[O-] (configuration not stated) | -1.6 | -9 | -0.6 | 0 | -3 | -0.2 | 0.3 | 3 | -0.6
O=C(Nc1nc2ccc(F)cc2s1)c1cccs1 | -0.2 | -8 | -1.7 | 3 | 1 | · | -1.9 | 40* | -0.2
O=C(NCc1cccnc1)c1ccccc1Br | 0.4 | 1 | 0.2 | 5 | -3 | -1.3 | -0.1 | -1 | -0.3
CC1Cc2ccccc2N1C(=O)CSc1nnnn1Cc1ccccc1 (configuration not stated) | 0.1 | 9 | -1.0 | 3 | -2 | 1.7 | -1.5 | -2 | -0.8

Part of the list above, limited to GDH-TPI inh, PfHsp40 yeast and BoNT F protease:
structure	GDH-TPI inh	PfHsp40 yeast	BoNT F protease
O=C(CSC1=NC(=O)C(c2ccccc2)C(=O)N1)Nc1ccccc1[N+](=O)[O-] (configuration not stated)	3	-0.6	-9
CCCn1c(SC(C)C(=O)O)nc2ccccc21 (configuration not stated)	-1	0.1	4
CC1CCCC(C)N1C(=O)c1cc(-c2ccc(Cl)c(Cl)c2)on1 (configuration not stated)	7	1.6	-3
O=C(CCCO)N/N=C/c1cc(Br)ccc1O	15	-1.6	-9

The listing continues.
SMILES | BoNT A protease | BoNT F protease | FadD28 FP inh | FBA Mtb inh | Anthrax LF inh2 | BioA inh | Mtb UGM inh | GDH-TPI inh | PfHsp40 yeast
CCCNc1cc(=S)nc(N)[nH]1 | 2.4 | 6 | 0.1 | 0 | 5 | -0.4 | -3.6 | 7 | -0.4
COc1ccc(NS(=O)(=O)c2ccc3c(c2)NC(=O)C(C)S3)cc1 (configuration not stated) | -9.4 | -20 | -2.4 | 3 | -2 | -0.6 | -0.9 | 4 | 1.7
O=[N+]([O-])c1cc(Cl)cc(C2=NCCN2)c1 | ? | -18 | 1.6 | -1 | ? | 0.0 | 0.6 | 12 | -0.1
NC(=O)c1ccccc1NS(=O)(=O)c1ccc2c(c1)OCCO2 | 1.3 | 4 | 0.0 | 27 | -7 | -3.7 | 1.2 | 3 | 0.3
Cc1ccc(OS(=O)Nc2cccc3nccnc23)cc1 (configuration not stated) | -0.9 | -10 | 1.0 | -1 | -3 | -3.5 | -1.0 | 7 | 0.2
Cc1cc(Nc2ccc(Cl)cc2)n2nnnc2n1 | 0.7 | -12 | -5.2 | 0 | 0 | -3.6 | 0.2 | 10 | 1.2
Cc1cccc2cc(-c3nc4ccc(C(=O)O)cc4[nH]3)c(=O)oc12 | -2.0 | 18 | -21 | 34* | -4 | -1.5 | 0.8 | 31* | 0.4
CCCCNC(=S)N(Cc1ccco1)Cc1cc2cc3c(cc2[nH]c1=O)OCCO3 | 0.1 | -3 | -2.8 | 1 | -2 | · | 4.2 | -3 | -0.8
COc1ccc(CN(C(=O)Cn2nnc3ccccc32)C(C(=O)NC(C)(C)C)c2ccco2)cc1 (configuration not stated) | -0.1 | 5 | -0.9 | -1 | -2 | · | -5.1 | -4 | -1.0
CCN(CC)C(=O)CSc1nc(O)cc(=O)n1-c1ccccc1OC | -0.1 | 5 | -0.2 | -1 | -3 | -1.9 | 1.0 | -1 | 1.5
CCc1c(O)nc(SCC(=O)Nc2ccccc2C)n(-c2ccc(C)cc2)c1=O | 0.1 | 6 | -0.2 | -1 | -1 | -1.2 | 1.2 | 2 | 0.4
C=CCn1c(Cc2ccc(OC)cc2)nnc1SCC(=O)NCCc1ccccc1 | 1.1 | 8 | -1.9 | 0 | -2 | 1.7 | -1.0 | -4 | -0.2
COCc1cccc(NC(=O)Cc2cccc3ccccc23)c1 | -1.0 | -3 | 0.4 | 1 | -11 | 1.2 | 3.3 | 3 | 2.6
Cc1cc(N2CCN(C)CC2)nc2ccc(NC(=O)CCC(=O)NCCC3=CCCCC3)cc12 | -2.1 | -6 | 0.7 | 6 | -1 | -0.5 | 0.7 | 1 | -0.1
O=C(NCc1ccccc1)c1cc(S(=O)(=O)N2CCOCC2)ccc1F | 0.7 | 6 | -2.5 | -1 | -2 | -2.2 | -2.1 | 14 | -0.5
O=C(O)CCC(=O)Nc1ccc(N=Nc2ccccc2)cc1 | 0.2 | 0 | -1.4 | -4 | -4 | · | · | 21 | 0.6
O=C(N/C(=C\c1cccc(Br)c1)C(=O)N1CCOCC1)c1ccco1 | -2.9 | -10 | 0.3 | 1 | -16 | -1.0 | 3.1 | -1 | -0.3
NC1=NC(=O)S/C1=C\c1ccc(F)cc1 | -0.5 | -1 | -1.5 | -2 | 13 | · | -0.5 | 14 | 0.6
O=C(CCCCCNC(=O)c1ccccc1)N/N=C/c1ccccc1 | 0.0 | -5 | -1.5 | -5 | -2 | · | 3.3 | -4 | 0.3
O=C(c1cccc(S(=O)(=O)N2CCN(c3ccccc3)CC2)c1)N1CC=C(c2ccccc2)CC1 | -0.8 | 1 | -0.5 | 0 | -3 | -1.5 | 0.1 | 5 | 1.5
Cc1ccc(CC(NC(=O)c2ccccc2)C(=O)NC(Cc2ccccc2)C(=O)O)cc1 (configuration not stated) | 1.0 | -1 | -1.7 | -1 | -6 | -0.1 | 3.4 | -5 | -0.6
CCCNc1ncnc2c1cnn2C1CCCCO1 (configuration not stated) | 8.0 | 2 | -0.5 | 1 | 20 | -1.4 | · | 7 | -1.6
O=C(NC(=S)N1CCN(C/C=C/c2ccccc2)CC1)c1cccnc1 | -1.7 | -9 | 0.2 | 1 | 4 | 0.4 | 2.9 | 0 | 0.0
O=C(Nc1ccccc1Cl)N1CCN(c2ccc3nnc(-c4ccccc4)n3n2)CC1 | -0.6 | -3 | -6.8 | -1 | 0 | 1.8 | 0.5 | 13 | 0.6
O=C(CC1NCCNC1=O)OCc1ccccc1 (configuration not stated) | -1.0 | -2 | 1.1 | -3 | 0 | -0.6 | -0.5 | 2 | 0.3
C[C@@H]1CNC(=O)c2c(C(=O)NC3CCN(C(=O)OC(C)(C)C)CC3)ncn21 | 0.0 | -4 | 1.4 | -1 | -3 | 0.5 | · | · | ·
CS(=O)(=O)Nc1nnc(CCc2ccccc2)s1 | 2.5 | -32 | -1.1 | -6 | 0 | -1.3 | -0.8 | -1 | 0.0
CCCCOC(=O)NCN1C(=O)C2C3C=CC(C3)C2C1=O (configuration not stated) | -0.2 | 4 | -2.8 | 2 | -1 | -0.4 | 5.9 | 5 | -1.3
Cc1cc(C)c2c(=O)[nH]c(SCC(=O)N(C)C)nc2n1 | 0.2 | -1 | -3.8 | 2 | -4 | -5.3 | -0.8 | 0 | -0.3
O=C(O)C1C(c2ccccc2)=C1c1ccc(Br)cc1 (configuration not stated) | -0.1 | 3 | -0.2 | 4 | 1 | · | · | 19 | ·
CCN(CC(=O)Nc1ccc(NC(C)=O)cc1)C(=O)c1cccc(-n2cccc2)c1 | 1.6 | -9 | 0.3 | 0 | -4 | 1.5 | 1.7 | -7 | -0.1
CCOc1ccc(S(=O)(=O)c2c[nH]c3ccc(C)cc3c2=O)cc1 | -1.3 | -3 | · | 4 | -2 | -0.1 | 0.0 | 1 | 0.2
